Compound activity from PubChem.
Rin1 Abl inh: blocks binding of human Rin1 to Abl; TR-FRET Rin1/Abl binding, biochemical; inhibition, % at 7.35 µM; AID 588664; P00519+Q13671; hit rate 0.4% among 360,000; in the data active means inhibition above about 5%, passing the limit was not always enough
Target sequence (P00519 whole entry, looked up): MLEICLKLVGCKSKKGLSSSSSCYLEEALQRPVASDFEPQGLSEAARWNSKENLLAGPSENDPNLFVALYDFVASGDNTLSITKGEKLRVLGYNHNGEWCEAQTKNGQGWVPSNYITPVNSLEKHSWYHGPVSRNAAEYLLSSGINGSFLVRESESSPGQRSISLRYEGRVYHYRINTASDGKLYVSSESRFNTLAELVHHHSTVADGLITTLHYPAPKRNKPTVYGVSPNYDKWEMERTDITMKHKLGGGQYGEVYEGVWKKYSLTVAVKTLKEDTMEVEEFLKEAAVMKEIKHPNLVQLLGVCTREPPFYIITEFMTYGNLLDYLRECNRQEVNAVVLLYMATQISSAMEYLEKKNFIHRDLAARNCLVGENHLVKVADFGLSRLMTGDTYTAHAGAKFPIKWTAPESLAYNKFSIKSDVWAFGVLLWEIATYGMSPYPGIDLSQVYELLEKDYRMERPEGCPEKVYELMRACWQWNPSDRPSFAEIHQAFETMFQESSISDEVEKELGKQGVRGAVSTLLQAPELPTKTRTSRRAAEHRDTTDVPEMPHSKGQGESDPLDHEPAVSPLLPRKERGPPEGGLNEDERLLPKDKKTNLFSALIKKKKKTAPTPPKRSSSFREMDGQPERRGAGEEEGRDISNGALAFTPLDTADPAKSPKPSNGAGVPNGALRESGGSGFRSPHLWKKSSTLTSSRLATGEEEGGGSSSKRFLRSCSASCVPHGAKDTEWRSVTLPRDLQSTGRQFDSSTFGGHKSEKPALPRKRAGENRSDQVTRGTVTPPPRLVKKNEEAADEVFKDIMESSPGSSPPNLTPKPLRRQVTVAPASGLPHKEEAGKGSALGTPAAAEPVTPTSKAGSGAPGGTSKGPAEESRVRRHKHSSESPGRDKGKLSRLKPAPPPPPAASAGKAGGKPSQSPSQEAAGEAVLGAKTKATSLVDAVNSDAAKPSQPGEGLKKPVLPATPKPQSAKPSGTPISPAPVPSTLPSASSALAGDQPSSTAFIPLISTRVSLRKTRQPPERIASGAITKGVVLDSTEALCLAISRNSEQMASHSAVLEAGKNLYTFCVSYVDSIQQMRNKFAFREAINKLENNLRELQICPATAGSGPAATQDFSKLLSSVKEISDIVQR
Target sequence (Q13671 whole entry, looked up): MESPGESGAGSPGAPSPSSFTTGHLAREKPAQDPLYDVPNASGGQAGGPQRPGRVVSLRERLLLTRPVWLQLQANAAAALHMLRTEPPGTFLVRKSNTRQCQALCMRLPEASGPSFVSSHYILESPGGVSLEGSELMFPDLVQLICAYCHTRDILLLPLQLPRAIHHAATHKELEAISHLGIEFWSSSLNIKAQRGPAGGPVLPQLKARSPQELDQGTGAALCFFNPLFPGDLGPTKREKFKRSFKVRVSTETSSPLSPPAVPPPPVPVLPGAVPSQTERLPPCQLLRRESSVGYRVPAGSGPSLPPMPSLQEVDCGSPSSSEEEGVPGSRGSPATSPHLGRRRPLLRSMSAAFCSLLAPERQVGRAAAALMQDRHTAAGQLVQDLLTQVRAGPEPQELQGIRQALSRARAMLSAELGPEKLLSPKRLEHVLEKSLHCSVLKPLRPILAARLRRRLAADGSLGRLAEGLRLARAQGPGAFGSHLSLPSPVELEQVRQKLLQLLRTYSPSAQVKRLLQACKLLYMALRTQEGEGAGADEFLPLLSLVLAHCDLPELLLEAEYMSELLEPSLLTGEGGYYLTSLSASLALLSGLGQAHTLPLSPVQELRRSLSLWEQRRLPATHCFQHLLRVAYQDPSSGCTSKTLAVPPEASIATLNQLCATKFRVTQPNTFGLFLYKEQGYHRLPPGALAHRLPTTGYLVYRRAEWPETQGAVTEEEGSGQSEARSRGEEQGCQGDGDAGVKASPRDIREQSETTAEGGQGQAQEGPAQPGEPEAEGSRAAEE
Rpn11 inh: blocks the human proteasome subunit Rpn11. O00487. AID 588493. human 26S proteasome, Ub4-pepOG fluorescence polarization; 20S core pre-blocked with epoxomicin. hit rate 0.59% among 360,000. calls only at 20 µM;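 active means inhibition at 20 µM, scaled to each plate's controls, above about 33%, limit read from the data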
Neddyl block: inhibitors of human cullin neddylation. hit rate 0.58% among 360,000. P61081+Q13564. TR-FRET cullin neddylation, biochemical. calls only at 25 µM; in the data active means inhibition above about 36%
FAS-TE inh: blocks the thioesterase domain of human fatty acid synthase | P49327 | recombinant FAS-TE, OMFH fluorogenic substrate, fluorescence endpoint | inhibition, % at 15 µM | hit rate 0.67% among 360,000 | AID 602261;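 active means compounds whose normalised, plate-corrected inhibition of enzyme fluorescence in the single-dose primary screen is 50% or more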;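 further: 0% = DMSO with enzyme and 100% = substrate without enzyme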
NadD block: blocks S. aureus nicotinate mononucleotide adenylyltransferase | inhibition, % at 20 µM | purified NadD enzyme, colorimetric absorbance read-out | hit rate 0.78% among 360,000; in the data active means inhibition above about 26%; further: some compounds past the cut are filed as inactive
MT1-MMP act inh: inhibitors of human MT1-MMP activation; HT1080 RFP-PRO-GFP cells, GFP/RFP ratio fluorescence, overnight; percent of plate control window, DMSO zero; AID 651647; GFP/RFP ratio change, % at 20 µM; hit rate 0.061% among 360,000; P50281;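 active means GFP/RFP ratio change of at least 30% with cell ATP level not reduced by more than half and red fluorescence within 50% of control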; further: strong numbers were not always called active
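Assay system – RFP-PRO-GFP reporter HT1080 cells · Compound dosing – single dose of 20 µM compound, 1% DMSO final · Incubation – overnight compound exposure at 37 °C · Measure – GFP/RFP fluorescence ratio · Benchmarks – DMSO wells and RFP-L50D-GFP cells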
SKN-1 inh: blocks SKN-1 activity in C. elegans. AID 624304. hit rate 0.49% among 360,000. C. elegans VP596 Pgst-4::GFP/RFP ratio, acrylamide-induced, 24 h. inhibition, % at 21.8 µM;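 active means interference check ratio from 0.5 to 1.5 plus GFP to RFP signal ratio inhibition reaching or exceeding a fixed threshold, cut at about 30% in these data, passing the limit was not always enough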; further: some compounds called inactive have numbers as strong as hits
MLLE-PAM2 inh: blocks PAM2 peptide binding to the PABP1 MLLE domain; P11940; GST-MLLE / FITC-PAM2 fluorescence polarization; inhibition, % at 20 µM; hit rate 0.36% among 360,000; AID 588489; in the data active means inhibition above about 35%, passing the limit was not always enough;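 further: plate controls were DMSO wells with GST-MLLE for no effect and wells lacking GST-MLLE protein for full effect; some results filed as inactive read as strong as hits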
CSN deneddyl inh: inhibitors of human CSN-mediated cullin deneddylation | AID 651999 | Purified CSN, SCF-Nedd8-OG deneddylation, fluorescence polarization | inhibition, % at 12.5 µM | hit rate 0.38% among 360,000;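 active means pattern-corrected inhibition above about 35%, with an unprinted fluorescence ratio check between 0.5 and 1.5, limit read from the data, passing the limit was not always enough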;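 further: 0% = enzyme with substrate and 100% = substrate without enzyme; some results filed as inactive read as strong as hits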
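Schedule: reaction 90 min, room temperature / Assay system: HEK293T-derived human Csn5 enzyme / Input: Csn5 at 0.24 nM final / Measure: inhibition of Csn5 cleavage, % / Control set: substrate-only high control, full reaction low control / Technique: fluorescence polarization of the substrate / Buffer or medium: Tris/NaCl/DTT buffer, pH 7.5 / Reagent: SCFSkp2-Nedd8OG substrate at 10 nM final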
Starred values were filed as active, the others as inactive; i = inactive; . = no result given; + = active, no number; & = joins results of further samples.

SMILES	Rin1 Abl inh	Rpn11 inh	Neddyl block	FAS-TE inh	NadD block	MT1-MMP act inh	SKN-1 inh	MLLE-PAM2 inh	CSN deneddyl inh
O=C1CCN(CCc2ccccc2)CCN1[C@H](CSc1ccccc1)Cc1ccccc1	2	i	i	17	-4	-7	-14	18	5
COc1cccc2c1O/C(=N\O)C(C(=O)Nc1ccc(C)cc1)C2 (configuration not stated)	0	i	i	-6	-1	-3	19	4	-1
NC(=O)CC(c1ccccc1)c1ccco1 (configuration not stated)	0	i	i	-10	-6	5	-4	-5	5
Cc1ccc(OCC(O)CN2CCN(CC(O)COc3ccc(C)cc3Cl)CC2)c(Cl)c1 (configuration not stated)	0	i	i	-4	1	-3	6	10	4
CN1CCN(S(=O)(=O)c2ccc(NCc3ccc4c(c3)OCO4)nc2)CC1	-3	i	i	-2	-1	5	-8	-2	-1
CC(C)(C)NC(=O)CSc1nc2ccccc2n1-c1ccccc1	3	i	i	5	-6	-11	25	-3	-3
CC(C)c1ccc(-c2noc(C3CCCN(S(C)(=O)=O)C3)n2)cc1 (configuration not stated)	1	i	i	17	-3	8	6	12	-2
O=C(Nc1ccc(Cl)cc1)c1ccc(-n2cccn2)c([N+](=O)[O-])c1	-2	i	i	26	-3	7	6	2	2
CCOC(=O)Nc1cccnc1Sc1ccc(Cl)cc1	2	i	i	-1	-2	0	9	13	-1
CCC(c1nnnn1C(C)(C)CC)N(CCN1CCOCC1)Cc1cc2cc(C)ccc2[nH]c1=O (configuration not stated)	2	i	i	0	4	-4	18	1	4
FC(F)(F)c1cccc(NC(=S)NCCc2ccccn2)c1	-1	i	i	-1	3	1	3	34	2
COC(=O)[C@@]12C[C@@H](CC(=O)NCCCCc3ccccc3)C(=O)N(Cc3cccc4ccccc34)C1=CCC(C)(C)C2	.	.	i	.	.	-11	6	.	2
CCOC(=O)N1CCN(C(=O)CS(=O)(=O)Cc2nc(-c3cccc(OC)c3)oc2C)CC1	3	i	i	-6	-7	-1	-12	8	-2
Cc1ccc(C)c(Nc2nc(-c3ccncc3)nc3ccccc23)c1	0	i	i	7	-3	-4	1	6	4
O=C1c2cccnc2C(=O)N1CO	-3	i	i	-8	2	3	-17	-7	0
CCS(=O)(=O)c1ccc2oc(SCC(=O)c3ccco3)nc2c1	-1	i	i	3	-6	3	14	-23	11
COc1cccc2cc(C(=O)OCC(=O)N3CC(C)OC(C)C3)c(=O)oc12 (configuration not stated)	2	i	i	-10	-2	4	0	-1	-3
COC(=O)c1c(Sc2ccccc2)c2ccccc2n1C	-3	i	i	9	18	-1	19	-128	-1
Cc1ccccc1C(=O)OCCN(C)Cc1ccccc1	0	i	i	2	-1	2	0	0	1
NNC(=O)C(Cc1ccccc1)NC(=O)OCc1ccccc1 (configuration not stated)	3	i	i	-4	4	-2	-2	-12	-7
Cc1nc2ccc(-c3nc4ccc(N)cc4[nH]3)cc2[nH]1	-3	i	.	-5	45*	8	7	-2	24
CCCn1nc(NC(=O)c2ccccn2)c2cc3cc(C)ccc3nc21	-1	i	.	4	-2	2	-3	-8	-1
C=CCn1c(=N)c(C#N)cc2c(=O)n3ccccc3nc21	-4	i	.	-4	0	6	15	9	-2
CC[C@@]1(C(=O)OC)N[C@H](CN(C)C(=O)COc2ccccc2)[C@@H]2C(=O)N(C)C(=O)[C@@H]21	0	i	i	-10	-2	-2	0	6	-1
Cc1cccc(OCC(=O)Nc2ccc(N3CCN(C(=O)c4ccco4)CC3)cc2)c1C	7	i	i	2	6	2	5	6	3

Later entries:
SMILES	Rin1 Abl inh	Rpn11 inh	Neddyl block	FAS-TE inh	NadD block	MT1-MMP act inh	SKN-1 inh	MLLE-PAM2 inh	CSN deneddyl inh
Cc1cccc2cc(CNCc3ccccc3)c(Cl)nc12	1	i	i	19	-6	0	0	-12	-1
Cc1c(Br)c([N+](=O)[O-])nn1CC(=O)N1CCc2ccccc21	0	i	i	2	-1	1	-5	5	2
CCCc1c(O)nc(SCc2ccccc2)[nH]c1=O	1	i	i	-9	-1	4	-6	6	-5
CCn1c(=O)c(C(=O)CN2CCOCC2)c(N)n(Cc2ccccc2)c1=O	0	i	i	-4	4	-2	2	-3	2
CC1(C)CC2CC(C)(CN2S(=O)(=O)c2ccc(C(=O)Nc3cc(S(=O)(=O)N4CCOCC4)ccc3Cl)cc2)C1 (configuration not stated)	-1	i	i	76*	15	-3	6	7	-1
COCCNC(=O)/C(C#N)=C/c1c(N2CCN(c3cccc(Cl)c3)CC2)nc2c(C)cccn2c1=O	-1	i	.	15	-8	-4	7	-10	7
CC(C)CNC(=O)c1ccccc1SCC(=O)NC12CC3CC(CC(C3)C1)C2	1	i	i	-2	-3	-3	6	7	-4
CCCCC1=CC2=C(c3ccco3)C(=O)C(C)(OC(=O)c3ccc(OC)cc3)C(=O)C2=CN1c1ccc(OC)cc1 (configuration not stated)	-30	i	i	-2	26	-23	-3	-11	0
Cc1nc(SCC(=O)Nc2cc(C)on2)c2c(C)c(C)sc2n1	2	i	i	0	1	-1	5	-11	26
CC(NC(=O)COC(=O)Cc1ccc(-c2ccccc2)cc1)c1ccccc1 (configuration not stated)	-1	i	i	26	-2	4	-4	-4	-1
COc1cc(CN2CCN(CCCc3ccccc3)C(CCO)C2)cc(OC)c1O (configuration not stated)	1	i	i	-1	0	0	-1	35	2
CN(c1cccc(NC(=O)COc2ccc(Cl)cc2Cl)c1)S(C)(=O)=O	-1	i	i	10	-13	5	-10	-9	-4
Cc1cccc(N(CC(=O)NCCSCc2ccccc2)S(C)(=O)=O)c1	1	i	i	-1	2	-2	4	-1	-1
CCCc1nc2cc(C)c(Br)c(C)n2c1Cc1ccccc1OC	.	.	i	12	3	-2	10	.	-1
CNNC(=S)NC1CC2CC1C1C=CCC21 (configuration not stated)	-1	i	i	-2	-8	1	3	-135	4
COC(=O)CSc1nn(-c2ccc(F)cc2)c(=S)s1	0	i	i	10	-9	4	14	-7	5
Cc1nnc(NC(=O)c2ccc(-c3ccc([N+](=O)[O-])cc3)o2)s1	1	i	i	9	1	2	12	8	-3
Cc1cccc(NC(=O)CSc2cc(C)c(C#N)c3nc4ccccc4n23)c1	-3	i	.	23	43*	-12	7	-82	4
Cc1ccc(C2Nc3cccc4cccc(c34)N2)s1	-1	i	i	10	8	9	-2	12	-5
COc1cccc(/C=N/Nc2c(Cl)cncc2Cl)c1O	0	i	i	7	-2	-8	-5	-2	-1
CC(C)CC1CCCCC1OC(=O)C[N+]1(C)CCCCC1 (configuration not stated)	-1	i	i	-4	-1	-1	7	-111	0
COc1ccc(-n2c(SCC(=O)Nc3nccs3)nc3c(c2=O)SC(C)C3)cc1 (configuration not stated)	-1	i	i	2	7	0	-10	6	0
Cc1cccc(NC(=O)NNC(=O)CCc2ccccc2)c1	0	i	i	-5	4	2	-9	1	-3
Nc1nc(NCCc2ccccc2)nc(NCCO)c1[N+](=O)[O-]	0	i	i	-4	0	3	0	-11	1
N#Cc1ccc(CN2CCN(c3ccc(S(=O)(=O)N4CCCC4)cn3)CC2)cc1	2	i	i	33	-3	-3	-2	8	-4

Arranged by number of heavy atoms (lowest first): four of the compounds above
SMILES	Rin1 Abl inh	Rpn11 inh	Neddyl block	FAS-TE inh	NadD block	MT1-MMP act inh	SKN-1 inh	MLLE-PAM2 inh	CSN deneddyl inh
Cc1cccc2cc(CNCc3ccccc3)c(Cl)nc12	1	i	i	19	-6	0	0	-12	-1
Cc1cccc(NC(=O)NNC(=O)CCc2ccccc2)c1	0	i	i	-5	4	2	-9	1	-3
Cc1cccc(NC(=O)CSc2cc(C)c(C#N)c3nc4ccccc4n23)c1	-3	i	.	23	43*	-12	7	-82	4
CCCCC1=CC2=C(c3ccco3)C(=O)C(C)(OC(=O)c3ccc(OC)cc3)C(=O)C2=CN1c1ccc(OC)cc1 (configuration not stated)	-30	i	i	-2	26	-23	-3	-11	0

Carrying on:
SMILES	Rin1 Abl inh	Rpn11 inh	Neddyl block	FAS-TE inh	NadD block	MT1-MMP act inh	SKN-1 inh	MLLE-PAM2 inh	CSN deneddyl inh
CN1CCN(CCCNC(=O)Nc2cccc3ccccc23)CC1	-3	i	i	-4	4	2	-8	-1	2
COCCN(CCOC)S(=O)(=O)c1ccc(C(=O)NCCCN2CCOCC2)cc1	-6	i	i	-3	0	-2	0	-3	1
O=C(N1CCCC1)C12CC3CC(CC(Cl)(C3)C1)C2	2	i	i	-5	-8	-2	5	10	0
CCOC(=O)Cc1nnc(NC(=O)CSc2nc3ccccc3[nH]2)s1	-2	i	i	-5	-4	-1	2	-4	-2
CC(C)(C)N(Cc1ccccc1)C(=O)COC(=O)C1CC(=O)N(Cc2ccccc2)C1 (configuration not stated)	3	i	i	4	-4	0	-12	9	-2
COc1ccc(S(=O)(=O)n2ccc(-c3ccc4c(c3)CCC(C)(C)O4)n2)cc1	0	i	i	39	-6	3	10	0	-2
Cc1ccc(SC2=C(Sc3ccc(C)cc3)C(=O)c3ccccc3C2=O)cc1	2	i	i	70*	6	-32	6	40	7
COc1cccc(NC(=O)Nc2nnc(N3C(C)CCCC3C)s2)c1 (configuration not stated)	-4	i	i	13	6	-2	16	1	3
Cc1ccc(C(=O)Nc2cccc(C(F)(F)F)c2)cc1NC(=O)c1ccno1	2&-2	i	i	7&2	-8&-4	-6&-4	14&15	3&-5	-2&1
Cc1c(NC(=O)Nc2ccc(C(C)C)cc2)c(=O)n(-c2ccccc2)n1C	-3	i	i	-1	0	1	14	-18	3
CSc1nc(N)nc2c1ncn2CC(=O)N[C@H](C)c1cccc2ccccc12	-3	i	i	-4	-1	-1	-1	0	-2
Cc1ccc(NC(=O)CCNC(=O)c2ccco2)cc1F	-1	i	i	-2	-6	1	-26	11	7
CCN(C[C@H]1N[C@@](Cc2ccccc2)(C(=O)OC)[C@H]2C(=O)N(Cc3ccccc3)C(=O)[C@@H]12)S(=O)(=O)c1ccc(C(C)(C)C)cc1	0	i	i	36	22	-6	-7	-10	-2
CCCNC(=O)C(CC)NS(=O)(=O)c1ccc(OC)cc1 (configuration not stated)	-1	i	i	-9	1	1	6	-3	-6
CC1CN(Cc2cc(=O)oc3cc(O)c(Cl)cc23)CC(C)O1 (configuration not stated)	0	i	.	-4	3	-1	0	-5	-3
CCCNC(=O)C[C@H]1C[C@H]2c3cc(NC(=O)Nc4ccc(F)cc4)ccc3O[C@H]2[C@@H](CO)O1	4	i	i	-16	0	.	-5	-7	1
CNC(C)C#Cc1ccc2c(=O)c3cc(C)c(C)cc3oc2c1 (configuration not stated)	3	i	i	-7	6	1	2	-48	3
O=c1cc(CSc2ccc([N+](=O)[O-])cc2)nc2sccn12	0	i	i	10	-1	-2	-8	22	1
O=C(CSc1nc(=O)n(CCCN2CCOCC2)c2c1CCC2)Nc1ccc(F)cc1	2	i	i	-4	0	5	6	-1	0
COC(=O)c1c(C)cc(O)c(C)c1O	-2	i	i	-3	-2	0	-5	20	2
Cc1cc2ccccc2n1CCNC(=O)C1CCCC1	-3	i	i	-7	3	56	38*	24	-7
COc1ccc(S(=O)(=O)N(CCN2CCOCC2)Cc2cc(OC)ccc2OC)cc1	2	i	i	-3	-5	-16	16	4	-1
O=C(Nc1ccccc1)N1N=C(c2cccs2)CC1c1cccs1 (configuration not stated)	-1	i	+	19	0	2	10	-5	0
CC(=O)Nc1nc(C)c(CCCOc2ccc([N+](=O)[O-])cc2)c(=O)[nH]1	0	i	i	-3	0	1	-3	-9	-2

Hits appear at their usual frequency; about 3.9% have a hit in one of these screens.
